Pin1 inh – blocks the human prolyl isomerase Pin1 | Pin1 FP peptide displacement, HiFluor488, 10 min | Potency, µM (series often up to 115 µM), for inactives: at the top dose activity, negative = inhibition, usual class: inhibitors | 390,000 tested, 0.009% active | AID 504891; active means well fitted inhibition curve with a large enough effect in the polarisation, with a control signal flat, not every such curve was filed as active; inconclusive means small, poorly fitted or top-dose-only effect, or effect the other way, or a change in a side signal; inactive means no such curve, though single readings can be large or run the other way; the % refers to the polarisation; further: potency means the concentration at half of the fitted maximal effect; on the % scale 0 is the no-effect control and ±100 the full control effect
Target sequence (Q13526 whole entry, looked up): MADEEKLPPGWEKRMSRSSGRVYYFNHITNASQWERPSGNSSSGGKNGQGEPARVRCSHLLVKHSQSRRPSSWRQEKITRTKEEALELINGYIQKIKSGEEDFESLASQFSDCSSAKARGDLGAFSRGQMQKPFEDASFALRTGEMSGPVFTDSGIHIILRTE
Tb PGK inh – blocks T. brucei phosphoglycerate kinase; AID 602233; P07378; Potency, µM (top dose mostly 57.5 µM), without a hit: at the top dose activity change, negative = inhibition, usual class: inhibitors; 380,000 tested, 0.043% active; PGK/GAPDH coupled, Kinase-Glo luminescence, 60 min; further: potency means the concentration at half of the fitted maximal effect; on the % scale 0 is the no-effect control and ±100 the full control effect; nearly all actives have a fitted effect of over 60% in size
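Luminescent ATP detection (Kinase-Glo Plus) follows a 60-minute room-temperature incubation, with wells lacking PGK as controls. Buffer: 100 mM TEA (pH 7.6), 5 mM MgCl2, 0.01% Tween-20. Coupling enzyme GAPDH (100 nM final) supplies unstable 1,3-BPG in-well.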
JMJD2A Tudor inh – JMJD2A Tudor domain (human) inhibition; O75164; AlphaScreen JMJD2A-Tudor / H3K4me3 peptide binding; Potency, µM (doses to about 114 µM), for inactives: at the top dose activity change, negative = inhibition, hits mostly inhibitors; 390,000 tested, 4.4% active; AID 504339; further: potency means the concentration at half of the fitted maximal effect; on the % scale 0 is the no-effect control and ±100 the full control effect; nearly all actives have a fitted effect of over 50% in size
G9a block – G9a (human) methyltransferase inhibition; Potency, µM (series often up to 102 µM), inactives show at the top dose activity, negative = inhibition, most hits filed as inhibitors; AID 504332; 350,000 tested, 8.8% active; Q96KQ7; G9a H3K9 monomethylation, AlphaScreen, 2 h; further: potency means the concentration at half of the fitted maximal effect; on the % scale 0 is the no-effect control and ±100 the full control effect; nearly all actives have a fitted effect of over 75% in size
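AlphaScreen detection with an anti-monomethyl H3K9 antibody quantified product after a 2 h room-temperature reaction containing 500 nM biotinylated H3K9 peptide, 20 µM SAM and 20 nM enzyme, which had been preincubated 15 min with compound.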
PI4K2A inh – blocks human PI4K2A kinase activity; Q9BTU6; purified PI4K2A, ADP-Glo luminescence, 1 h; hits give low values; activity change, negative = inhibition, % at 76.9 µM; 420,000 tested, 0.13% active; in the data active means activity change below about -50%; inconclusive means mostly about -30% to -49%;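 further: -100% = wells without enzyme as full effect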
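ADP-Glo luminescence measured ADP generated by PI4K2A enzyme (4 ug/mL before mixing) with 1.2 mM PI substrate (pre-mix) and 300 microM ATP (pre-mix). Tris pH7.5 buffer with MgCl2, Triton X-100; 1 h reaction at ambient temperature.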
GLS inhibitor – glutaminase GLS (human) inhibition; O94925; 410,000 tested, 0.21% active; Potency, µM (series often up to 45.5 µM), inactives show top-dose activity change, negative = inhibition, usual class: inhibitors; GLS enzymatic activity, qHTS titration; further: potency means the concentration at half of the fitted maximal effect; on the % scale 0 is the no-effect control and ±100 the full control effect
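Read-out is an Amplex red fluorescence increase coupled through glutamate oxidase and HRP, measured before and after 30 min room-temperature incubation. hKGA is in 45 mM KH2PO4 (pH 8.2) with 0.02% Tween-20; glutamine added as 1mM solution.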
BAZ2B block – inhibitors of human BAZ2B bromodomain; Potency, µM (titrated, usually from 114 µM), for the others: at the top dose activity change, negative = inhibition, usual class: inhibitors; AlphaScreen BAZ2B-H3K14Ac peptide displacement; 360,000 tested, 4.4% active; further: potency means the concentration at half of the fitted maximal effect; on the % scale 0 is the no-effect control and ±100 the full control effect; nearly all actives have a fitted effect of over 60% in size
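In this displacement format the biotinylated H3(5-23) peptide acetylated at Lys14 serves as ligand at 50 nM, with BAZ2B at 50 nM in PBS pH 7.4 containing 0.01% Tween-20. Donor and acceptor beads are 10 ug/mL final.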
HP1b chromo inh – blocks HP1-beta chromodomain binding to methylated histone tails; 390,000 tested, 0.56% active; AID 540317; Potency, µM (highest dose often 114 µM), without a hit: at the highest dose activity change, negative = inhibition, most hits filed as inhibitors; AlphaScreen HP1-beta / biotin-H3K9me3 peptide binding; P83916; further: potency means the concentration at half of the fitted maximal effect; nearly all actives have a fitted effect of over 70% in size; inactives centre near 23
Target sequence (P83916 whole entry, looked up): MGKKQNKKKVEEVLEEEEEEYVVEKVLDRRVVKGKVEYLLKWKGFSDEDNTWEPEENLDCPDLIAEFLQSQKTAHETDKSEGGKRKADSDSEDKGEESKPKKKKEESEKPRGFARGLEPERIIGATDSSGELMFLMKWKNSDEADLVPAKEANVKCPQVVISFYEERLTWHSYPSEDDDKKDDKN
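Compound inhibition of the preformed complex between 50 nM HP1-beta and 50 nM biotinylated H3K9me3 peptide was read by AlphaScreen. Buffer was PBS pH 7.4 with 0.01% Tween-20. Incubations ran 30 min at room temperature, with 10 ug/mL donor/acceptor beads.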
Pol eta inh – blocks human DNA polymerase eta activity; Q9Y253; recombinant Pol eta, fluorescent DNA replication assay; Potency, µM (doses to about 114 µM), for the others: top-dose activity change, negative = inhibition, usual class: inhibitors; 390,000 tested, 1.2% active; further: potency means the concentration at half of the fitted maximal effect; on the % scale 0 is the no-effect control and ±100 the full control effect
Target sequence (Q9Y253 whole entry, looked up): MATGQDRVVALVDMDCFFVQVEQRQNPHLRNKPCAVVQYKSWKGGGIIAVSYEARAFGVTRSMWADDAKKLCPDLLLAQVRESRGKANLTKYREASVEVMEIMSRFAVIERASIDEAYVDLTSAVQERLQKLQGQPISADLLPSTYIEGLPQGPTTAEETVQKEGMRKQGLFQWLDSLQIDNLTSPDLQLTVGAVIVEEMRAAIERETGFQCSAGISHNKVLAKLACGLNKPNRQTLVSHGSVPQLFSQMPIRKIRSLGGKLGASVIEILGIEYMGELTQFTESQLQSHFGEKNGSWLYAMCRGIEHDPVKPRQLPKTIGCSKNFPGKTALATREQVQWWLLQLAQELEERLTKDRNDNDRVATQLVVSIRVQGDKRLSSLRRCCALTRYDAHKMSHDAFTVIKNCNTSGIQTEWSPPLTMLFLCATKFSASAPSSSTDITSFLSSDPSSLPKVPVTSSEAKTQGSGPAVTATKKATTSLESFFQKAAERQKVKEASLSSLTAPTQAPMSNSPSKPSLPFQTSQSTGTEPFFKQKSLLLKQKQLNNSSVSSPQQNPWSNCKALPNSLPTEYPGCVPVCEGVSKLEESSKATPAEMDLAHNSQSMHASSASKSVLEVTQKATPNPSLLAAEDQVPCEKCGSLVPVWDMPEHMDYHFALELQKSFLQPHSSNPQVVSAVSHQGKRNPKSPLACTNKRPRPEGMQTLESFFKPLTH
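Fluorescent replication assay: 50 nM final substrate added after a 15 min room-temperature compound preincubation with 10 nM enzyme. Signal taken at 0 min and again at 10 min.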
Active calls of the source: *; i = inactive; u = inconclusive; x = not tested or not shown; & = joins results of further samples; [ ] = remark or other dose. Unless noted, the call rests on the fitted dose curve; in most records, active means well fitted curve in the direction sought with a large enough effect; inconclusive means small, poorly fitted or top-dose-only effect, or another doubt; inactive means no such curve, though single readings can be large; an effect the other way counts as inactive or inconclusive. This is a subset, so the mix of outcomes need not match the whole.

entry	Tb PGK inh	Pol eta inh	BAZ2B block	Pin1 inh	G9a block	HP1b chromo inh	JMJD2A Tudor inh	GLS inhibitor	PI4K2A inh	SMILES
1	0%	-15%	3%	7%	-24%	25%	-7%	7%	-2	COc1ccc(OC)c(-c2cc(C(=O)N3CCc4ccccc4C3)no2)c1
2	-5%	-4%	-3%	-3%	u	11%	-2%	3%	0	COc1ccc(S(=O)(=O)N2CCC(C(=O)NCc3ccco3)CC2)cc1C
3	-4%	0%	u	-3%	u	-52%	3.2µM*	1%	5	COc1ccccc1/C=C/CN1CCOCC1
4	-3%	-12%	-29%	5%	25µM*	18%	13µM*	-31%	9	COc1cc(/C=N/n2c(C3CCCCC3)n[nH]c2=S)cc(Br)c1O
5	-2%	-22%	9%	-3%	65%[activator][59 µM]	42%[activator]	-3%	8%	7	CC(C)CC1=NN(C(=O)c2cccnc2)C(O)(C(F)(F)F)C1 (centres undefined)
6	-10%	-22%	79%[activator]	1%	326%[activator]	194%[activator]	106%[activator]	-5%	0	CCOc1nc(-c2ccccc2Cl)nc2ccccc12
7	-6%	u	2%	1%	-33%[59 µM]	7%	-15%	-4%	-2	CCCCCc1nc(N)c(C#N)c(-c2ccco2)c1CCCC
8	-11%	-4%	-9%	9%	-45%	17%	-8%	-9%	-1	O=C(CSc1ccccc1C(=O)O)NCc1ccccc1
9	5%	-20%	-3%	u	3%	21%	-15%	-12%	2	Cc1[nH]n(-c2ccccc2)c(=O)c1/C=N/N1C(=O)c2ccc3c4c(ccc(c24)C1=O)CC3
10	-4%	-26%	x	1%	x	25%	-12%	13%	3	CN(C(=O)CNc1ccccc1Cl)C1CCS(=O)(=O)C1 (centres undefined)
11	-10%	-17%	-3%	-7%	u	40%[activator]	-8%	-6%	2	CCc1cccc(C)c1NC(=O)c1cc(S(=O)(=O)N2CCOCC2)cn1C
12	2%	-5%	x	-2%	x	30%	u	2%	3	CC[C@]1(C(=O)OC)[C@H]2C(=O)N(C)C(=O)[C@H]2[C@H]2CN=C(SCc3ccc(C#N)cc3)N21
13	i	-17%	6%	4%	-2%[59 µM]	17%	-10%	-1%	1	Cc1cc(C)nc(N2CCC(C(=O)N3CCN(c4cc(Cl)ccc4C)CC3)CC2)n1
14	-2%	-6%	-1%	-9%	47%	8%	3%	5%	0	COc1cccc(CN2CC(C(=O)NCCn3cccn3)CCC2=O)c1 (centres undefined)
15	2%	-19%	3%	0%	u	19%	-9%	1%	23	O=C(COC(=O)c1ccccc1C(=O)c1ccc(Cl)c([N+](=O)[O-])c1)NC1CCCCCC1
16	-3%	-13%	-3%	-17%	16%	32%	-6%	5%	0	COCC(C)NC(C(=O)Nc1cccc(C(C)=O)c1)c1ccccc1 (centres undefined)
17	-3%	-18%	-4%	3%	u	14%	-14%	-1%	-5	COc1cc(NC(=O)c2cc(=O)[nH]c3ccc(S(=O)(=O)N4CCOCC4)cc23)cc(OC)c1
18	-7%	0%	u	1%	-3%[12.7 µM]	-2%	-29%	-18%	2	Cc1ccc(NC(=S)N(CCN(C)C)Cc2cc3cc(C)ccc3[nH]c2=O)cc1
19	2%	-6%	-5%	-2%	0%	12%	-15%	2%	1	CN(CC(=O)Nc1ccccc1Cl)C(=O)c1ccc(N2C(=O)CCC2=O)cc1
20	-9%	-17%	-2%	47%[activator]	-36%	18%	-20%	1%	2	Cc1ccc(C)c(N2CCN(C(=O)Nc3ccc4c(c3)N(C)C(=O)CS4)CC2)c1
21	i	0%	-4%	-8%	-7%[59 µM]	5%	-10%	-26%	4	CC(NC(=O)C(CC(=O)OC(C)(C)C)NC(=O)OC(C)(C)C)C(N)=O (centres undefined)
22	-3%	-13%	x	-4%	-4%	36%	-3%	-8%	3	CCOc1ccc(-c2cc(CCCC(=O)NCCC(C)C)no2)cc1
23	0%	-7%	-17%	2%	-2%[59 µM]	-9%	-24%	-11%	0	COc1ccc(CCN(C)C(=O)Cc2ccc(-c3ccccc3)cc2)cc1OC
24	i	-8%	-4%	-3%	-50%[59 µM]	29%	-14%	6%	-5	Nn1cnc2sc3c(c2c1=O)CCC3
25	-5%	-5%	x	0%	x	14%	-11%	1%	0	COc1ccc(CCC(=O)NCCOc2ccccc2Cl)cc1
26	-4%	-9%	u	-2%	u	65%[activator]	u	2%	0	O=C(NC1CCCCC1)C(c1ccncc1)N(CC1CCCO1)C(=O)C(F)(F)F (centres undefined)
27	-1%	u	-37%	23%	u	-23%	u	2%	17	CCc1cc2cccc(C)c2nc1SCC(=O)N1CCN(C(=O)c2ccco2)CC1
28	-8%	-12%	14%	-10%	0%[12.7 µM]	15%	-12%	0%	0	COc1ccc(N=CC2=C(O)CCCC2=O)cc1
29	-11%	-8%	x	-3%	x	9%[57 µM]	-25%	-15%	1	CCC1(CC)C(=O)NC(=S)N=C1N
30	i	-11%	3%	-3%	8%[2.33 µM]	75%[activator]	-16%	1%	0	Cc1nn(CC(=O)OCC(=O)c2ccc(OC(F)F)cc2)c(C)c1[N+](=O)[O-]
31	-8%	-17%	5%	10%	3%[59 µM]	34%	-3%	0%	-2	CCCc1cc(C(=O)Nc2c(C)nn(Cc3c(Cl)cccc3Cl)c2C)no1
32	-10%	u	-38%	6%	u	4%	-21%	7%	-7	O=C(c1ccc2c(c1)N(Cc1cccc(F)c1)C(=O)c1ccccc1S2)N1CCC2(CC1)OCCO2
33	-3%	u	17%	-16%	4%[2.33 µM]	100%[activator]	13%	-1%	1	CC(C)(C)C(C(=O)n1cccc1C#N)c1ccccc1 (centres undefined)
34	-1%	-25%	-8%	10%	-27%[59 µM]	1%	-16%	-1%	-2	CCN(C(=O)c1ccc2c(c1)N(Cc1cccc(Cl)c1)C(=O)c1ccccc1S2=O)c1ccccc1 (centres undefined)
35	i	-12%	-5%	1%	13%[59 µM]	74%[activator]	-10%	-2%	2	Cc1cccc(C)c1OC(=O)CSc1nnc(-c2ccccc2)o1
36	-9%	-20%	-32%	-2%	u	24%	-16%	-7%	1	CC(C)CN(CC(C)C)c1nnc(NC(=O)Nc2cccc(C(F)(F)F)c2)s1
37	0%	2%	-2%	6%	-2%	53%[activator]	0%	2%	-5	Cc1ccc(Cn2nc3c(cc2=O)CCc2ccccc2-3)cc1
38	-3%	-6%	-30%	9%	-7%	62%[activator]	-24%	-6%	-4	O=C(Nc1cccnc1)c1cc(-c2ccc3c(c2)OCO3)on1
39	6%&-6%	-9%&-19%	u	-1%&-2%	-28%[59 µM]	13%&7%	-9%&-12%	8%&0%	-17&-2	O=C(c1cnc2c(c1)COc1ccc(Cl)cc1-2)c1ccccc1O
40	i	-20%	x	1%	x	u	-11%	-7%	-3	CCOC(=O)C(Cc1cc(N)c(Oc2ccc(OC)cc2)c(N)c1)NC(C)=O (centres undefined)

Some values from the list.
Nn1cnc2sc3c(c2c1=O)CCC3 in JMJD2A Tudor inh → -14%
CC(NC(=O)C(CC(=O)OC(C)(C)C)NC(=O)OC(C)(C)C)C(N)=O (centres undefined) in GLS inhibitor → -26%

More records.
entry	Tb PGK inh	Pol eta inh	BAZ2B block	Pin1 inh	G9a block	HP1b chromo inh	JMJD2A Tudor inh	GLS inhibitor	PI4K2A inh	SMILES
41	-4%	-15%	-3%	-1%	u	33%	3%	0%	-2	O=C(c1cccc(NS(=O)(=O)c2ccc(F)c(F)c2)c1)N1CCCCC1
42	-4%	-8%	x	8%	x	17%	u	2%	0	C[C@@H]1CN([C@@H](C)CO)C(=O)Cc2cc(NC(=O)Nc3ccc(F)cc3)ccc2O[C@@H]1CN(C)Cc1ccc(Cl)c(Cl)c1
43	0%	-6%	5%	-3%	6%[59 µM]	27%[57 µM]	4%	1%	2	COCCNC(=O)CSc1nc(-c2ccccc2C)nc2c1c(=O)n(C)c(=O)n2C
44	-3%	-20%	7%	9%	9%	24%[57 µM]	12%	-10%	1	Cc1cc(C(=O)Nc2ccc(F)c(Cl)c2)on1
45	-1%	-5%	x	-1%	5%	40%[activator]	-8%	15%	17	CN1CCCC(OC(=O)/C(C#N)=C/c2ccccc2)C1 (centres undefined)
46	-5%	-2%	-33%	1%	11µM*	-11%	u	0%	1	COc1cc2ccc(=O)oc2c(O)c1OCC=C(C)C
47	-5%	-21%	14%	-9%	-39%	69%[activator]	-16%[11.4 µM]	-16%	0	COc1ccc(CN2C(=O)[C@@H]3C(c4ccc(F)cc4)=NO[C@@H]3C2=O)cc1
48	4%	-3%	-26%	-3%	-12%[59 µM]	38%	-14%	2%	-5	Cc1ccccc1Nc1nc(N)nc(COC(=O)C(NC(=O)c2ccco2)C(C)C)n1 (centres undefined)
49	-1%	-4%	3%	1%	-26%[59 µM]	1%	-18%	2%	-4	CN=C1c2ccccc2CN1c1cccc(C(=O)OC)c1
50	x	x	-36%	0%	3.5µM*	-24%	u	-14%	2	CCOC(=O)N1CCc2c(sc(NCc3sccc3C)c2C(=O)Nc2cc(Cl)ccc2OC)C1
51	-2%	1%	u	10%	-11%	0%	-24%	-1%	0	COc1ccc(C(=O)Cc2cc(OC)c(OC)cc2C(=O)c2ccccc2F)cc1OC
52	-4%	-12%	1%	-9%	20%	23%	-4%	-9%	2	CC(OCC(O)CN1CCCCC1CCO)c1ccc(Cl)cc1 (centres undefined)
